L3MBTL1 block – qHTS Assay for the Inhibitors of L3MBTL1 | actives 0.66% (n = 230,000) | AID 485360, 2010 | AlphaScreen L3MBTL1–H3K9me1 peptide binding | Potency, µM (top dose mostly 57.1 µM), inactives show at the top dose activity, negative = inhibition, usual class: inhibitors | Lethal(3)malignant brain tumor-like protein 1 (Homo sapiens), Q9Y468; note: % is set by controls: 0 for no effect and ±100 for the full control effect; nearly all actives have a fitted effect of over 60% in size
Target sequence (Q9Y468 whole entry, looked up): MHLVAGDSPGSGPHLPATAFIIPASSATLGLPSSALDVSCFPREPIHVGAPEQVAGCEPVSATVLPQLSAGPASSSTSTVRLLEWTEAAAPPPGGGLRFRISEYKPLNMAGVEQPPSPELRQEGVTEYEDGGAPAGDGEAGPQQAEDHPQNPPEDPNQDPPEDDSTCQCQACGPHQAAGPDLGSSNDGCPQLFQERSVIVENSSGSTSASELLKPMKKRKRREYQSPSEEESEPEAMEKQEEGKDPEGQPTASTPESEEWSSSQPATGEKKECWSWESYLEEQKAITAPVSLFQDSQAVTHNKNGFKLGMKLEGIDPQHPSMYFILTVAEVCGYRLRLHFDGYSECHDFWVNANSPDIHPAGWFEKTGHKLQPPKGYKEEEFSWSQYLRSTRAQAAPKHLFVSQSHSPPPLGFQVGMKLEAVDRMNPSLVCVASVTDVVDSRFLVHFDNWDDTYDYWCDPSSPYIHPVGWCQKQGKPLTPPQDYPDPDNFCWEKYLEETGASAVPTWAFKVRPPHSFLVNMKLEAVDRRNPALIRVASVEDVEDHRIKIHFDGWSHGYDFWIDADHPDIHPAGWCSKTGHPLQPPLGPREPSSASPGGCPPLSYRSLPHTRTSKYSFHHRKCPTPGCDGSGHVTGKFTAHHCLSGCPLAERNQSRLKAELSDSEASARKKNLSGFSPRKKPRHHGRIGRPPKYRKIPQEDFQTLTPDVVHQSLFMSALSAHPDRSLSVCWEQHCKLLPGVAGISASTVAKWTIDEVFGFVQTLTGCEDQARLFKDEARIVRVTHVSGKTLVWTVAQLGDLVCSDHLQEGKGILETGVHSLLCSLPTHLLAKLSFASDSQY
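L3MBTL1 50 nM + b-AHA-H3(1-15)K9me1 75 nM, 30 min RT; compound added, 30 min RT; streptavidin donor/Ni-chelate acceptor beads 10 ug/mL each final, 30 min RT dark; AlphaScreen read.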
KinaseGlo FLuc – Counterscreen for Luciferase (Kinase-Glo TM) Inhibition; Kinase-Glo luciferase, ATP luminescence, 8 min; Potency, µM (doses to about 38.3 µM), for the others: top-dose activity change, negative = inhibition, actives largely listed as inhibitors; actives 0.28% (n = 200,000); AID 1379, 2008; note: % is set by controls: 0 for no effect and ±100 for the full control effect; nearly all actives have a fitted effect of over 60% in size
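Compound is pinned into ATP-containing buffer (10 uM ATP, imidazole pH 7.2, 7 mM MgCl2). Kinase-Glo luciferase reagent is then added. Light output is recorded following an 8-min room-temperature incubation.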
Tau fibril ThT – qHTS for Inhibitors of Tau Fibril Formation, Thioflavin T Binding | Potency, µM (highest dose often 57.4 µM), for the others: at the highest dose activity, negative = inhibition, hits mostly inhibitors | actives 2.1% (n = 270,000) | recombinant tau K18 P301L (four-repeat tau fragment), heparin-induced fibrillization, ThT fluorescence; note: % is set by controls: 0 for no effect and ±100 for the full control effect; nearly all actives have a fitted effect of over 55% in size
Target sequence (P10636 561-689 P618L limits assumed): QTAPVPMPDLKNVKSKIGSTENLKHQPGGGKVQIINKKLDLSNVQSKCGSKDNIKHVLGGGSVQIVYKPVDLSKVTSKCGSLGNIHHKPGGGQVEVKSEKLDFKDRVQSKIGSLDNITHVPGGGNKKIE
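In this qHTS, human K18 P301L tau is incubated with compound and heparin for 6 hr at 37 C, and Thioflavin T fluorescence then reports fibril load.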
KDM4E inh – qHTS Assay for Inhibitors of Human Jumonji Domain Containing 2E (JMJD2E) | Lysine-specific demethylase 4E (Homo sapiens), B2RXH2 | JMJD2E catalytic domain, FDH-coupled NADH fluorescence (FDH is formaldehyde dehydrogenase) | Potency, µM (doses to about 57.1 µM), for inactives: at the highest dose activity change, negative = inhibition, usual class: inhibitors | actives 1.6% (n = 230,000); active = well fitted inhibition curve with a large enough effect, not every such curve was filed as active; inconclusive = small, poorly fitted or top-dose-only effect, or another doubt; inactive = no such curve, though single readings can be large or run the other way;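 note: 0% = wells with enzyme and -100% = buffer wells without enzyme; nearly all actives have a fitted effect of over 50% in size; many of its hits are not listed in these tables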
ALDH1A1 block – qHTS Assay for Inhibitors of Aldehyde Dehydrogenase 1 (ALDH1A1); Aldehyde dehydrogenase 1A1 (Homo sapiens), P00352; Purified ALDH1A1, NADH fluorescence, propionaldehyde substrate; Potency, µM (series often up to 75.3 µM), for the others: top-dose activity, negative = inhibition, actives largely listed as inhibitors; actives 7.3% (n = 220,000); AID 1030, 2008; active = well fitted inhibition curve with a large enough effect, not every such curve was filed as active; inconclusive = small, poorly fitted or top-dose-only effect, or another doubt; inactive = no such curve, though single readings can be large or run the other way;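 note: plate controls were no enzyme wells and a reference inhibitor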
RECQ1 helicase – qHTS Assay for Inhibitors of RecQ-Like Dna Helicase 1 (RECQ1); ATP-dependent DNA helicase Q1 (Homo sapiens), P46063; RECQ1 DNA unwinding, red fluorescence kinetic read; Potency, µM (top dose mostly 57.3 µM), for the others: at the top dose activity, negative = inhibition, actives largely listed as inhibitors; actives 0.54% (n = 240,000); AID 2549, 2010;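 note: plate controls were vehicle for no effect and no enzyme for full effect; nearly all actives have a fitted effect of over 30% in size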
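50 nM RECQ1T1 preincubated 15 min with compound in Tris pH 8.0 buffer with MgCl2, DTT, Tween-20 and 2.5 ug/ml poly(dI-dC); started with 200 nM TAMRA/BHQ-2 forked duplex and 2 mM ATP. Unwinding read as fluorescence (525/598 nm), two reads 2 h apart.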
LMNA splice mod – qHTS Assay for Modulators of Lamin A Splicing. Potency, µM (series often up to 46.1 µM), for inactives: at the top dose ratio change, negative = inhibition, hits mostly inhibitors. actives 0.01% (n = 200,000). HeLa LMNA splicing GFP/RFP minigene ratio, 48 h. AID 1487, 2009; active = well fitted inhibition curve with a large enough effect in the signal ratio, with a control signal flat, not every such curve was filed as active; inconclusive = small, poorly fitted or top-dose-only effect, or effect the other way, or a change in a side signal; the % refers to the signal ratio; note: % is set by controls: 0 for no effect and ±100 for the full control effect
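Read-out is the ratio of GFP to DsRed2 object intensity, acquired by 488 nm laser-scanning cytometry on HeLa lamin A-EGFP minigene reporter cells. Compound incubation 48 hrs at 37 °C in Opti-MEM with 2% FBS; DMSO 0.5% final.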
SMN2 splice enh – qHTS Assay for Enhancers of SMN2 Splice Variant Expression; Potency, µM (highest dose often 46.1 µM), for the others: at the top dose activity change, positive = activation, usual class: activators; actives 2.8% (n = 210,000); HEK293 SMN2-luciferase splicing reporter, luminescence, 30-36 h; note: % of control where 0% means no effect; nearly all actives have a fitted effect of over 55% in size
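qHTS luciferase splicing reporter: luminescence rises when SMN2 exon 7 is included in transfected HEK293 cells. Compound exposure lasted 30-36 h at 37C, with 4.5 mM final sodium butyrate as control, followed by a ONE-Glo read.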
Starred values were filed as active, the others as inactive; i = inactive; ? = inconclusive; / = not tested or not shown; & = joins results of further samples; [ ] = dose if it differs, or a comment. Unless noted, calls come from the whole dose curve; as a rule, active = well fitted curve in the direction sought with a large enough effect; inconclusive = small, poorly fitted or top-dose-only effect, or another doubt; inactive = no such curve, though single readings can be large; an effect the other way counts as inactive or inconclusive. Potency is the fitted concentration of half-maximal effect.

Values in the order – ALDH1A1 block | LMNA splice mod | L3MBTL1 block | SMN2 splice enh | KinaseGlo FLuc | KDM4E inh | Tau fibril ThT | RECQ1 helicase
O=C(Cc1ccc(Cl)cc1)Nc1ccc(-c2nnc(-c3ccco3)o2)cc1
  ? | ? | -7% | -16% | 2% | ? | ? | -14%
O=C(O)COc1ccc(OCCNC[C@H](O)COc2ccccc2)cc1
  9% | / | / | 2% | / | / | -4% | i
O=C(OCn1cncn1)c1ccc(Cl)cc1Cl
  -7% | 5% | / | 14% | -3% | 1% | 0% | i
CCOC(=O)C1CCCN(CCC(=O)Nc2ccc(C)cc2)C1 (stereo unspecified)
  -3% | 5% | 7% | -3% | 1% | -7% | -3% | -3%
COC(=O)c1cc2nc(-c3ccccc3)cc(C(F)(F)F)n2n1
  ? | -3% | -2% | -31%[inhibitor] | -7% | ? | -14% | i
CCOc1ccc(OCC)c(N=c2oc3c(C)ncc(CO)c3cc2C(N)=O)c1
  2% | -3% | 7% | -5% | -1% | -3% | -22% | -1%
COc1cccc2oc(-c3ccccc3)cc(=O)c12
  ? | / | / | / | 16µM* | ? | ? | 21%&-6%
CSc1ccc(Cl)c(C(=O)NCCOc2cc(C(C)C)ccc2C)c1
  -6% | ? | 16% | -31%[inhibitor] | -4% | 0% | ? | -3%
Cc1cc(=O)[nH]c(SCCOc2cccc(C(F)(F)F)c2)n1
  -2% | 13% | 15%[11.4 µM] | 21% | 1% | 5% | -1% | -2%
CC(C)(C)CC(C)(C)NC(=S)Nc1ccc(S(=O)(=O)N2CCOCC2)cc1
  ? | ? | -9% | -14% | 0% | 1% | -7% | -2%

Reprinted from the part before: 2 entries, followed by the next part.
Values in the order – ALDH1A1 block | LMNA splice mod | L3MBTL1 block | SMN2 splice enh | KinaseGlo FLuc | KDM4E inh | Tau fibril ThT | RECQ1 helicase
Cc1cc(=O)[nH]c(SCCOc2cccc(C(F)(F)F)c2)n1
  -2% | 13% | 15%[11.4 µM] | 21% | 1% | 5% | -1% | -2%
CC(C)(C)CC(C)(C)NC(=S)Nc1ccc(S(=O)(=O)N2CCOCC2)cc1
  ? | ? | -9% | -14% | 0% | 1% | -7% | -2%
Cc1ccc(S(=O)(=O)N2CCOCC2)cc1NC(=O)COC(=O)C1COc2ccccc2O1 (stereo unspecified)
  -7% | -6% | 5% | 0% | -1% | ? | 3% | -8%
CCN(CC)CCCn1c(=S)[nH]c2ncccc2c1=O
  ? | 14% | / | 3% | 3% | ? | -7% | -1%
O=C(Nc1cccnc1)C1CCCN(S(=O)(=O)c2cccc3nsnc23)C1 (stereo unspecified)
  3% | ? | / | -22% | 1% | 1% | -10% | -1%
COc1cccc(OCc2cc(/C=N/NC(=O)c3ccn[nH]3)ccc2OC)c1
  4% | ? | -3% | 19% | -7% | 1% | -9% | ?
COc1cccc(/C=C/C(=O)c2cccc([N+](=O)[O-])c2)c1
  ? | ? | -7% | -3% | -2% | -8% | ? | i
COC(=O)c1ccc(C(NC(=O)OCc2ccccc2)/C(C)=C/[C@@H](C)C(=O)NCc2ccc(-c3ccccc3)cc2)cc1 (stereo partly specified)
  -3% | ? | -6% | -10% | -2% | -17% | -16% | -4%
CN(C)/C=N/c1c(C#N)cnn1-c1nc2ccccc2s1
  2% | -6% | -3% | -10% | -3% | 4% | -3% | -8%
Cc1ccc2c(c1)C=CC(C)N2C(=O)c1ccccc1 (stereo unspecified)
  -6% | 15% | 2% | -13% | 10% | 8% | -10% | -10%
Cc1cccc(NC(=O)Nc2cc(C)on2)c1
  ? | 4% | / | 5% | -2% | -2% | 4% | i
O=C(c1ccc2c(c1)OCO2)N1CCN(c2ccc(F)cc2)CC1
  -2% | 2% | -1% | -6% | -5% | -5% | -7% | -8%

Not a retest: an excerpt of the list.
Values in the order – ALDH1A1 block | LMNA splice mod | L3MBTL1 block | SMN2 splice enh | KinaseGlo FLuc | KDM4E inh | Tau fibril ThT | RECQ1 helicase
Cc1ccc(S(=O)(=O)N2CCOCC2)cc1NC(=O)COC(=O)C1COc2ccccc2O1 (stereo unspecified)
  -7% | -6% | 5% | 0% | -1% | ? | 3% | -8%
CCN(CC)CCCn1c(=S)[nH]c2ncccc2c1=O
  ? | 14% | / | 3% | 3% | ? | -7% | -1%

Later entries.
Values in the order – ALDH1A1 block | LMNA splice mod | L3MBTL1 block | SMN2 splice enh | KinaseGlo FLuc | KDM4E inh | Tau fibril ThT | RECQ1 helicase
O=[N+]([O-])c1nn(-c2ccc(Cl)cc2)n(O)c1=NCc1cccnc1
  3% | ? | -6% | / | -1% | -4% | 7% | 3%
Cc1ccc(OCCN2CCN(C(=O)CCC(=O)Nc3nnc(C)s3)CC2)cc1
  -4% | -9% | -4% | -31%[inhibitor] | 2% | -3% | 1% | -2%
O=C1CC(/C=C/c2ccc(Cl)cc2)=Nc2ccccc2N1
  -11% | / | / | / | -10% | -8% | ? | i
COc1ccc2nc(C)cc(Nc3ccc(N4CCOCC4)cc3)c2c1
  -11% | 13% | / | ? | 0% | 0% | ? | -14%
CCCCn1c(SCC(=O)Nc2nnc(CC)s2)nc2ccccc2c1=O
  7% | 12% | 0% | -18% | 0% | -1% | -5% | -11%
O=C(CCC(=O)Nc1ccc(F)cc1)N/N=C/c1ccc(O)cc1O
  -3% | / | / | 4% | -2% | 25µM* | ? | -3%
CC1(C)Cc2ccccc2-c2n[nH]c(=S)n21
  13µM* | ? | 0% | -6% | 0% | -5% | -13% | 1%
O=S(=O)(c1ccccc1)C1(S(=O)(=O)c2ccccc2)CCCC1
  4% | 3% | / | 14% | 0% | 0% | 9% | 2%
O=C(c1noc2c1CCCC2)N1CCC(CO)(Cc2ccccc2Cl)CC1
  ? | / | -1% | / | -1% | 7% | -11% | 0%
COC(=O)c1scc(S(=O)(=O)C(C)C)c1N/N=C(\C#N)C(=O)c1ccc(Cl)cc1
  / | / | -25% | / | / | -6% | ? | -3%
N#CC1C(C#N)N2CCCN2C1c1ccc(Br)cc1 (stereo unspecified)
  -7% | / | 40%[activator] | / | / | ? | -11% | -3%
S=C(Nc1ccccc1Cl)N1CCC(c2ccccc2)C1 (stereo unspecified)
  -4% | -10%[46 µM] | / | 13µM* | -1% | 16% | ? | i
CCOC(=O)CC1C(=O)NCCN1c1nc2c(C)cccn2c(=O)c1/C=C1\SC(=S)N(C(C)CC)C1=O (stereo unspecified)
  / | / | ? | / | / | 2% | 7.9µM* | 35µM*
CN(C)S(=O)(=O)c1cccc(CSc2cccc[n+]2[O-])c1
  -1% | -2% | -2% | -12% | -5% | -6% | 2% | -1%
CCOC(=O)C1CCCN(C(=O)C2CCC(CNS(=O)(=O)c3ccc(NC(C)=O)cc3)CC2)C1 (stereo unspecified)
  -7% | 0% | -3% | 7% | -2% | 2% | -8% | -3%
O=C(OCCN1C(=O)c2ccccc2C1=O)c1ccco1
  ? | ? | -1% | -21% | -2% | 12% | 3% | 1%
CC1=NN(C(=O)Cn2ccc([N+](=O)[O-])n2)C(O)(C(F)(F)F)C1 (stereo unspecified)
  5% | ? | 11% | -7% | 1% | 2% | 2% | -4%
COc1ccc(N2CCN(C(CNC(=O)C(C)(C)C)c3ccco3)CC2)cc1 (stereo unspecified)
  -3% | / | / | -8% | 2% | -10% | -4% | 0%
CC(C)Cc1nnc(NC(=O)CCC(=O)NC2CCCc3ccccc32)s1 (stereo unspecified)
  0% | -7% | 2% | -11% | 3% | 5% | 3% | -4%
COc1ccc(CN2CCOCC2)c(C)c1C
  -10% | 9% | 11% | -13% | -3% | 7% | -6% | -4%
CCOC(=O)C(C)On1c(-c2ccccc2)nc2ccc([N+](=O)[O-])cc21 (stereo unspecified)
  ? | -18% | / | 28% | -3% | -2% | ? | i
O=C(COC(=O)CCCN1C(=O)c2cccc3cccc(c23)C1=O)Nc1cccc(Br)c1
  ? | 19% | -7% | ? | 2% | ? | -1% | -5%
CC(=O)N1c2ccccc2N(Cc2ccc([N+](=O)[O-])cc2)C(=O)C1(C)C
  11% | 2% | 5% | 10% | 2% | 8% | 2% | -3%
Cc1nc2ccccc2n1CC(=O)OCC(=O)NC1CC1
  -1% | -7%[46 µM] | 1% | -7% | 4% | 6% | -4% | -4%
CCOc1ccc(CN2CCN(Cc3cc4ccccc4[nH]3)CC2CCO)cc1 (stereo unspecified)
  ? | / | -17% | / | -4% | -28% | 8% | -1%
Cc1cc([N+](=O)[O-])cc(C)c1OCC(=O)N/N=C/c1ccc(OC(=O)c2ccccc2)cc1
  -6% | -11% | -10% | -36%[inhibitor] | 2% | -1% | -16% | 1%
Cc1ncsc1C(=O)Nc1nc2c(s1)CCCC2
  ? | -8% | 24% | 11µM* | 6.3µM* | -2% | -2% | -14%
Cc1cc(C)n(/N=C/c2ccccc2)c(=O)c1C#N
  0% | -2% | / | -11% | -1% | -8% | -2% | -1%
CC1(C)CC(=O)C(C2(O)C(=O)N(Cc3ccccc3)c3ccccc32)CO1 (stereo unspecified)
  0.032µM* | 9% | / | -4% | -6% | 4% | ? | i
COc1ccc(NC(=O)c2[nH]c(C)c(C(C)=O)c2C)cc1S(=O)(=O)Nc1ccc(Br)cc1
  -1% | -5%[46 µM] | -10% | / | / | -14% | 14% | i
CCc1cc(CC)c(/C=N/NC(N)=O)c(CC)c1
  3% | / | / | 9% | 1% | -2% | -10% | -3%
Cc1ccc2nc(NC(=O)CCNS(=O)(=O)c3ccc(Br)s3)sc2c1
  3% | ? | -2% | -11% | -2% | -2% | -7% | -11%

The list is partial; the hit share may differ from the screen's.
